ERK EGF block: inhibitors of EGF-stimulated ERK signaling pathway. HEK293-V1b, EGF-stimulated phospho-ERK AlphaScreen. Potency, µM (top dose mostly 11.5 µM), for inactives: top-dose activity change, negative = inhibition, usual class: inhibitors. 0.41% of 130,000 active. AID 1454; active = well fitted inhibition curve with a large enough effect; inconclusive = small, poorly fitted or top-dose-only effect, or effect the other way;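 also: plate controls were stimulated vehicle wells for no effect and unstimulated vehicle basal for full effect; nearly all actives have a fitted effect of over 55% in size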
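After overnight plating in 1% FBS, HEK293-V1b cells received test compound for half an hour, then a 5 min pulse of EGF (25 nM); ERK phosphorylation in lysates was read by bead-based AlphaScreen.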
The depositor's hits bear a star; u = inconclusive; [ ] = dose if it differs, or a comment. Potency is read from the fitted curve at half-maximal effect. A portion of the library; count on the stated rates, not on these rows.

ERK EGF block | SMILES
7.8% | COc1ccc(CC(=O)Nc2cccc(S(=O)(=O)N3CCCCCC3)c2)cc1OC
0.3% | COc1cc2c(cc1OC)C1CCC3=C([C@H](C)OC3=O)N1CC2 (some centres not stated)
3.0%[57.5 µM] | CC1=C(C(=O)c2ccccc2)C(c2ccc(O)cc2)NC(=S)N1 (configuration not stated)
-7.6% | O=c1cc(CO)oc(C(Nc2cccc(C(F)(F)F)c2)c2ccccn2)c1O (configuration not stated)
4.5% | COC(=O)c1ccc(/C=N/N2CCN(Cc3ccc(C)cc3C)CC2)cc1
2.4%[57.5 µM] | CCc1nc(SCC(=O)NCCc2ccccc2)c2c(=O)n(C)c(=O)n(C)c2n1
-6.1% | O=C(COc1ccccc1)Nc1ccc(CN2CCCCC2)cc1
-0.8% | C=CCn1c(SCCC(=O)O)nnc1-c1cccs1
2.9%[57.5 µM] | CC1(C)CC2(C)OCCN2C(=S)N1 (configuration not stated)
-22.5%[57.5 µM] | CC1CCCC(NC(=O)C2CCC(CNc3c(N4CCCCC4)c(=O)c3=O)CC2)C1C (configuration not stated)
5.0% | Cc1ccsc1/C=N/N1CCN(Cc2ccccc2)CC1
38.7% | CC1(C)NC(=O)N(c2ccc([N+](=O)[O-])c(C(F)(F)F)c2)C1=O
-4.5% | CCCCCCCCCCC/C=C\C/C=C\CCCC(=O)O
11.6%[57.5 µM] | COc1cc(/C=N/NC(=O)Cn2cnc3c2c(=O)n(C)c(=O)n3C)ccc1O
-8.9%[57.5 µM] | COc1cc(/C=C/C(=O)OCC(=O)Nc2ccc(S(N)(=O)=O)cc2)ccc1O
1.6% | CCN(c1ccc(OCC(=O)OCC(=O)c2c(N)n(C)c(=O)n(C)c2=O)cc1)S(=O)(=O)c1ccccc1
2.2% | CCCc1cc(O)c2c(C)cc(=O)oc2c1
4.1%[57.5 µM] | Cc1noc(-c2ccc(C(F)(F)F)cc2)c1NC(=O)Nc1ccc(Cl)cc1
-3.5%[57.5 µM] | CC(=O)C1C(=O)CC(c2ccc(Cl)cc2)CC1=O (configuration not stated)
-0.6% | CCC(CC)c1nnc(NC(=O)c2ccc([N+](=O)[O-])cc2)s1
-3.7%[57.5 µM] | CCOC(=O)C(Sc1cc(-c2ccccc2)nc2ncnn12)C(C)=O (configuration not stated)
-4.4% | Cc1nc(N2CCN(c3ccccn3)CC2)c2c(C)c(C(=O)Nc3ccc(F)cc3)sc2n1
-0.9% | CC(=O)O[C@H]1C[C@H]2CC[C@@H]3[C@H]4C[C@@H]([N+]5(C)CCCCC5)[C@@H](OC(C)=O)[C@]4(C)CC[C@@H]3[C@@]2(C)C[C@@H]1[N+]1(C)CCCCC1
-4.3% | CC(C)N(C(=O)COC(=O)[C@H](C)NC(=O)c1ccco1)c1ccccc1
6.1% | CC1(CC(=O)N/N=C/c2cc([N+](=O)[O-])c(O)cc2O)OCCO1
-0.1% | CC(C)CCN=CC1=C(O)CC(c2ccccc2)CC1=O (configuration not stated)
0.8% | CN1CCCC1CCNS(=O)(=O)c1ccc(Br)cc1 (configuration not stated)
3.3% | CC(=O)c1c(C)[nH]c(C(=O)OC(C)C(=O)Nc2cc(S(=O)(=O)N3CCCCC3)ccc2Cl)c1C (configuration not stated)
-5.6% | CN(C)CCNC(=O)C(=O)C1C(=O)Nc2ccccc21 (configuration not stated)
1.8% | CCOC(=O)c1c(-c2ccc(-c3ccccc3)cc2)csc1NC(=O)CCN1CCOCC1
-0.7% | CCSc1ccccc1C(=O)NCc1cccnc1
13.5% | CNCCC=C1c2ccccc2CCc2ccccc21
2.3%[57.5 µM] | COC(=O)c1ccc(S(=O)(=O)NCc2ccco2)o1
-18.9% | CC1=CC(C)(C)N(C(=O)CN2C(=O)CCC2=O)c2ccccc21
2.9%[57.5 µM] | CC1CN(Cc2ccccc2)c2nc3c(c(=O)[nH]c(=O)n3C)n2C1 (configuration not stated)
-3.8% | O=C(CCc1nc2ccccc2c(=O)[nH]1)OCC(=O)N1CCc2ccccc21
-5.0%[57.5 µM] | CCCc1nc2sc3c(c2c(=O)n1NC(=O)CCC(=O)OC)CCCC3
-8.6% | Cc1cc(C)c(NS(=O)(=O)c2ccc(NC(=O)CCC(=O)O)cc2)c(C)c1
29.2% | COc1ccc(-c2coc3cc(OC)cc(OC)c3c2=O)cc1
0.5% | O=C(Cc1ccc(Cl)cc1)NCC(=O)N1CCCCC1
9.1% | O=[N+]([O-])c1cccc(-c2ccc(/C=N/Nc3nc(N4CCCCC4)nc(N4CCCCC4)n3)o2)c1
-8.5% | CN(C)S(=O)(=O)c1ccc(Cl)c(NC(=O)c2ccncc2)c1
u | Cc1ccc(/C=N/N2CCN(C3c4ccccc4-c4ccccc43)CC2)s1
6.0% | Cc1cccc(S(=O)(=O)NNC(=O)c2sc(C)nc2C)c1
-2.4% | CCOC(=O)C(C)Sc1ccc2nnc(CCNS(=O)(=O)c3ccccc3)n2n1 (configuration not stated)
22.7%[57.5 µM] | O=C(N/N=C/c1cc(Br)cs1)c1c[nH]c2ccccc12
-0.8%[57.5 µM] | CC(=O)c1cccc(NC(=O)N2CCC(c3ccc(C)cc3)C2)c1 (configuration not stated)
-6.9% | Nc1ccc(-c2cn3cccnc3n2)cc1
0.6% | CCOc1cc(/C=N/NC(=O)c2cccnc2)ccc1OCC(N)=O
-3.3% | O=C(N/N=C/c1cccs1)c1cc(-c2cccc3ccccc23)n[nH]1
u | Oc1c(C2=NCCNC(C(F)(F)F)=C2)ccc2ccccc12
-4.6% | COc1ccc(NC(=O)Nc2cccc(C(F)(F)F)c2)cn1
2.6%[57.5 µM] | O=C(O)C1CCc2sc3[nH]c(=S)n(-c4ccccc4)c(=O)c3c21 (configuration not stated)
0.0% | Cn1nc([N+](=O)[O-])c(C(C#N)c2ccccn2)c(Cl)c1=O (configuration not stated)
2.7% | O=c1oc2ccccc2c(NCc2ccccc2F)c1[N+](=O)[O-]
-15.9% | CC1C=CCC2C(=O)N(c3ccc(OC(=O)c4ccco4)cc3)C(=O)C12 (configuration not stated)
2.2% | COc1ccc(-c2cc(C(F)(F)F)c3c(n2)sc2c(O)cc(=O)[nH]c23)c(OC)c1
3.4%[57.5 µM] | N#C/C(=N\Nc1ccc(S(=O)(=O)N2CCOCC2)cc1)C(N)=S
-2.2% | Cc1csc(=Nc2ccccc2)n1CCCN1CCCC1=O
-2.1% | COCC(=O)OCC(=O)Nc1cc(C)c(C)cc1[N+](=O)[O-]

New compounds follow:
ERK EGF block | SMILES
-0.1% | Cc1ccc2nc(SCC(=O)Nc3ccc(F)cc3F)[nH]c2c1
-1.6% | O=C1CC(N2CCN(c3ccccc3O)CC2)C(=O)N1Cc1ccccc1 (configuration not stated)
-3.3% | O=C(NNC(=S)Nc1ccccc1)NNC(=S)Nc1ccccc1
-7.6% | O=C1NC(=O)/C(=C\c2ccc(OCc3cccc([N+](=O)[O-])c3)cc2)N1
4.1% | CCCCC1=NN2CCS(=O)(=O)N=C2S1
-3.9% | CCC1=C2CC[C@H]3C(=O)N(C)C(=O)[C@H]3[C@H]2[C@@]2(C)C(=O)N(CC3CC3)C(=O)N2C1=O
0.5% | Cc1ccc(-n2c(COc3ccccc3)n[nH]c2=S)cc1
2.2% | CC(C)(C)c1nnc(SCC(=O)c2ccccc2)n(N)c1=O
-0.1% | CC1Cc2ccccc2N1C(=O)Cn1cnc2ccccc21 (configuration not stated)
6.5% | O=[N+]([O-])c1ccccc1S(=O)(=O)n1cnc2ccccc21
3.3% | OCC(O)C1OC(Nc2ccc(Br)cc2)C(O)C1O (configuration not stated)
5.3% | CCN(CC(=O)Nc1ccccc1OC)C(=O)COc1ccc2ccccc2c1
0.5% | Nc1cc(=O)[nH]c(SCC(=O)Nc2nnc(-c3ccccc3)s2)n1
-0.2% | COCCNC(=O)/C(C#N)=C/c1ccc(OC(=O)c2cccs2)c(OC)c1
3.0% | Cc1oc(-c2cccs2)nc1CN1CCN(C(C)C)C(CCO)C1 (configuration not stated)
0.5% | Cc1cc(CNC(=O)CC2C(=O)NCCN2Cc2ccccc2C(F)(F)F)nn1C (configuration not stated)
-3.2%[57.5 µM] | CCCNC(=O)Nc1cc(S(=O)(=O)CC)ccc1O
-2.9% | CC1(C)CC(=O)CC(=O)/C1=N\Nc1c(Cl)cc(Cl)cc1Cl
-2.0%[57.5 µM] | COc1ccc(Cl)cc1NC(=O)CCN1CCOCC1
-0.4% | CC(C)CN(CC(C)C)C(=O)COc1ccccc1C(N)=O
-12.1% | CCCCC(=O)NC(=S)Nc1c(C)cc(Br)cc1C
-6.3%[57.5 µM] | CC(CCc1ccccc1)NCC#N (configuration not stated)
5.2%[57.5 µM] | Nc1c(N(CCO)C(=O)C2CCCCC2)c(=O)[nH]c(=O)n1Cc1ccccc1
-8.8% | CCOC(=O)C1CCN(c2c(N3CCCC(C(=O)OCC)C3)c(=O)c2=O)CC1 (configuration not stated)
3.0% | COc1cc(/C=N/OCC(=O)NC2CCCCC2C)ccc1OCc1ccc(Cl)cc1 (configuration not stated)
-0.7% | CC1(C)CC2CC(C)(CN2C(=O)c2ccc([N+](=O)[O-])cc2[N+](=O)[O-])C1 (configuration not stated)
-4.2% | Cc1cc(C)c(S(C)(=O)=O)c(N(C)NC(=O)c2c(F)cccc2F)n1
-6.4% | Cc1c(OCC(=O)N(C)C)ccc2c3c(c(=O)oc12)CCCCC3
u | CCC(CC)c1nnc(NC(=O)c2ccc(N3CCCCC3)c([N+](=O)[O-])c2)s1
-30.6% | COc1cccc(NC(=O)CC2C(=O)NCCN2C(=S)Nc2ccc(F)cc2)c1 (configuration not stated)

Rewritten field by field: entries from further up
Nc1cc(=O)[nH]c(SCC(=O)Nc2nnc(-c3ccccc3)s2)n1
  ERK EGF block: 0.5%

Nc1c(N(CCO)C(=O)C2CCCCC2)c(=O)[nH]c(=O)n1Cc1ccccc1
  ERK EGF block: 5.2%[57.5 µM]

CC(C)CN(CC(C)C)C(=O)COc1ccccc1C(N)=O
  ERK EGF block: -0.4%

Cc1cc(C)c(S(C)(=O)=O)c(N(C)NC(=O)c2c(F)cccc2F)n1
  ERK EGF block: -4.2%

Following part
ERK EGF block | SMILES
-1.4%[57.5 µM] | Cn1ccnc1C(O)(c1ccccc1)c1nccn1C
4.3% | COc1c2c(cc3c1C(NC(N)=O)[N+](C)(C)CC3)OCO2 (configuration not stated)
8.6% | COc1ccccc1NC(=O)c1cnc2c(-c3ccccc3)c(C)nn2c1C
2.1% | O=S1(=O)CCN(Cc2ccc(Cl)c(C(F)(F)F)c2)CC1
0.4%[57.5 µM] | O=Cc1sc([O-])nc1-[n+]1ccc2ccccc2c1
u | O=c1c(-c2ccc(Cl)cc2)nc2cnc(N3CCNCC3)nc2n1Cc1ccc(F)cc1
2.7% | CCOc1ccc(Nc2nnc(Cc3ccc(OC)cc3)c(=O)[nH]2)cc1
-0.2% | NNc1nc(-c2ccccc2)cc(-c2ccccc2)n1
1.8% | CNC(=S)Nc1cc(C(F)(F)F)ccc1Cl
8.9%[57.5 µM] | C/C(=N\Nc1ccc(C#N)cc1[N+](=O)[O-])c1ccc(C)o1
29.8% | Fc1ccc(N/N=C(/c2ccccc2)c2ccccn2)cc1
2.4% | c1ccc2sc(NC3=NCN(CCN4CCOCC4)CN3)nc2c1
-2.4% | O=C(N/N=C/c1cccs1)c1ccc2ncccc2c1
u | COc1ccc(C(=O)c2cc3c(cc2[N+](=O)[O-])OCCO3)cc1
-1.9% | CCCCSc1ncc(C(=O)OCC)c(N)n1
7.1% | Cc1nn(-c2cccc(Cl)c2)c(Cl)c1/C=N/NC(=O)c1cccnc1
3.6% | COC(=O)Cc1ccc(NC(=S)NC(C)(C)C)cc1
8.1% | CC1CN(C(=S)SCCN2Cc3ccccc3C2=O)CC(C)O1 (configuration not stated)
-8.3% | CCOc1ccccc1NC(=O)COC(=O)c1cccc(-c2ccc(OC(C)=O)cc2)c1
4.1% | Cc1ccc(S(=O)(=O)CCC(=O)NCc2ccccc2)cc1
-7.6% | COc1ccc(Cc2noc(CN3CCNC(=O)CC3)n2)cc1OC
-1.7%[57.5 µM] | Cc1nc(-c2ccc(Cl)cc2)sc1C1(C)CC(c2ccc(OC(F)(F)F)cc2)=NO1 (configuration not stated)
-6.1% | CC(C)CC(=O)Nc1ccccc1N1CCCC1
9.7% | COc1ccc(-c2csc(NC3=NCCCCC3)n2)cc1
4.4% | COc1ccc(C(=O)n2ncc(C#N)c2N)cc1
-8.7%[57.5 µM] | Nc1cc(=O)[nH]c(SCC(=O)N2N=C(c3ccc4ccccc4c3)CC2c2ccccc2)n1 (configuration not stated)
4.4% | CC1(C)NC(=O)N(CC(=O)OCC(=O)Nc2cc(S(=O)(=O)N3CCCCC3)ccc2Cl)C1=O
-4.6% | O=C(c1cnccn1)N1CCC2(CCCN(c3ccccn3)C2)CC1
3.0% | Cn1c(N)c(C(=O)COC(=O)CCCN2C(=O)c3ccccc3C2=O)c(=O)n(C)c1=O
-7.3% | COc1ccc(/C=C/C(=O)Oc2ccc(/C=N/NC(=O)c3ccccc3)cc2)cc1OC

An excerpt from above in order of the ERK EGF block value, rising:
ERK EGF block | SMILES
-3.9% | CCC1=C2CC[C@H]3C(=O)N(C)C(=O)[C@H]3[C@H]2[C@@]2(C)C(=O)N(CC3CC3)C(=O)N2C1=O
-0.2% | COCCNC(=O)/C(C#N)=C/c1ccc(OC(=O)c2cccs2)c(OC)c1
2.7% | O=c1oc2ccccc2c(NCc2ccccc2F)c1[N+](=O)[O-]
3.3% | CC(=O)c1c(C)[nH]c(C(=O)OC(C)C(=O)Nc2cc(S(=O)(=O)N3CCCCC3)ccc2Cl)c1C (configuration not stated)
4.1% | CCCCC1=NN2CCS(=O)(=O)N=C2S1
7.1% | Cc1nn(-c2cccc(Cl)c2)c(Cl)c1/C=N/NC(=O)c1cccnc1

Screening results deposited in PubChem BioAssay by National Center for Advancing Translational Sciences (NCATS).
